# MmCpn inh – blocks the Methanococcus maripaludis chaperonin Mm-Cpn. purified Mm-Cpn ATPase, ADP Transcreener TR-FRET. Potency, µM (top dose mostly 76.9 µM), for inactives: top-dose activity, negative = inhibition, actives largely listed as inhibitors. 0.031% of 330,000 active. AID 504842; also: potency is read from the fitted curve at half-maximal effect; % is scaled to controls: 0 for no effect and ±100 for the full control effect; nearly all actives have a fitted effect of over 80% in size
#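 Inhibition of chaperonin ATP hydrolysis is measured as reduced ADP production, detected by competitive TR-FRET in which signal falls with ADP. Final enzyme 25 nM and ATP 10 uM, reacted 30 min at 37°C.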
# Nrf2 block – inhibitors of Nrf2 signaling | A549 ARE-Fluc reporter, luciferase luminescence, 18-24 h | Potency, µM (doses to about 46 µM), for inactives: at the top dose activity change, negative = inhibition, hits mostly inhibitors | 2.1% of 360,000 active | AID 504444; also: potency is read from the fitted curve at half-maximal effect; % is scaled to controls: 0 for no effect and ±100 for the full control effect; nearly all actives have a fitted effect of over 60% in size
#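 In this cell-based qHTS, ARE-driven firefly luciferase in A549 cells reports Nrf2 activity; the luminescent signal after BugLite lysis is the measured value, with a prior CellTiter-Fluor read for cell health.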
# Nrf2 activator – activates Nrf2 signaling; AREc32 ARE-luciferase reporter (MCF7-derived line), luminescence, 24 h; Potency, µM (titrated, usually from 46.1 µM), inactives show at the top dose activation, actives largely listed as activators; AID 624171; 0.31% of 410,000 active; also: potency is read from the fitted curve at half-maximal effect; % of control where 0% means no effect; nearly all actives have a fitted effect of over 65% in size
#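 Luminescent ARE reporter assay in AREc32_Fluc cells: overnight plating at 37 deg C, 24 hr compound incubation, Steady-Glo added, 30 min RT before reading.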
# Abeta rescue – A-beta toxicity reversal in yeast; 0.063% of 410,000 active; Potency, µM (doses to about 46.1 µM), inactives show top-dose growth rescue, most hits filed as activators; yeast expressing A-beta42, growth rescue, OD600, 48 h; response scale: 0% DMSO, 100% iron-clioquinol control; also: potency is read from the fitted curve at half-maximal effect; nearly all actives have a fitted effect of over 55% in size
#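 Yeast A-beta toxicity model in growth medium with pinned compounds, 48 h at 30 C; growth read as absorbance at 600 nm. Normalized to FeCl3/clioquinol equimolar mix (positive) and DMSO (negative).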
# A549 tox – counter-screen for Nrf2 inhibitors: cytotoxicity in A549 cells; A549 ARE-Fluc cells, CellTiter-Fluor viability, 18-24 h; Potency, µM (series often up to 46 µM), for the others: at the highest dose activity change, negative = cytotoxicity, most hits filed as inhibitors; 0.16% of 390,000 active; also: potency is read from the fitted curve at half-maximal effect; % is scaled to controls: 0 for no effect and ±100 for the full control effect
#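 A549 ARE_Fluc cells in 5% FBS OPTI-MEM were exposed to compounds in concentration-response for 18-24 h at 37 deg C. Viability was read by CellTiter-Fluor fluorescence (Ex 405/Em 525) after 30 min, before the luciferase read.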
# Akt phos inh – blocks phosphorylation of Akt | Neuro2A IGF-stimulated pAkt S473 HTRF, 20 min; active compounds read low | activity change, % for hits at 50 µM | 0.32% of 360,000 active | AID 651550; in the data active = activity change below about -80%; inconclusive = mostly about -51% to -80%; also: % is scaled to controls: 0 for no effect and ±100 for the full control effect
#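 Neuro2A cells (4,500/well, DMEM with 0.5% FBS) were treated with compound at a single 50 µM final concentration, stimulated with 6 nM IGF for 20 min at 37 °C, and lysed. Phospho-Akt Ser473 was read by HTRF as 665/615 ratio ×10^4.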
# HepG2 tox – kills HepG2 cells in TGF-b inhibitor counter-screen. HepG2 CAGA-GFP viability, ATP luminescence, 18 h. 0.76% of 410,000 active. Potency, µM (top dose mostly 46.1 µM), inactives show at the highest dose activity change, negative = cytotoxicity, most hits filed as cytotoxic. AID 588856; also: potency is read from the fitted curve at half-maximal effect; some results filed as inactive show a strong effect at the top dose
#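 HepG2 CAGA-GFP cells (1000/well, DMEM with 1% FBS) received compound, then TGF-beta at 500 pg/mL final, and were incubated 18 hours at 37 degrees C. Viability was read by CellTiter-Glo luminescence. Media-only wells were set as complete cell-killing and DMSO as no toxicity.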
# CCT modulator – modulators of cytosolic chaperonin (CCT/TRiC) activity | purified chaperonin ATPase assay, HTRF ADP detection, 30 min | activity change, % (test concentration not listed), hits read low | 0.3% of 360,000 active; in the data active = activity change below about -30%; also: % is scaled to controls: 0 for no effect and ±100 for the full control effect
#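 TRiC (40 or 20 nM final, by batch activity) in 30 mM Tris pH 7.4, 100 mM KCl, 5 mM MgCl2, 1 mM DTT was treated with compound at 76 uM single dose, then 10 uM ATP, 30 min at 37 °C. ADP was read by HTRF Transcreener.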
# TGFb inhibitor – inhibitors of TGF-b signaling; HepG2 CAGA-GFP TGF-b/SMAD3 reporter, GFP fluorescence, 18 h; TGF-beta stimulated, 500 pg/mL final; Potency, µM (highest dose often 46.1 µM), for the others: top-dose activity, negative = inhibition, usual class: inhibitors; 1.2% of 410,000 active; AID 588855; also: potency is read from the fitted curve at half-maximal effect; % is scaled to controls: 0 for no effect and ±100 for the full control effect; nearly all actives have a fitted effect of over 65% in size
#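 Inhibition was scored as loss of TGF-beta-induced (500 pg/mL final, 18 hours, 37 degrees C) GFP in HEPG2 cells carrying a CAGA-GFP reporter, in DMEM with 1% FBS. Well GFP was summed per cell; Activity was normalised to unstimulated and stimulated DMSO wells, then concentration-response fitting.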
# An asterisk follows results filed as active; i = inactive; u = inconclusive; x = no result given. Unless noted, calls follow the shape of the dose curve; as a rule, active = well fitted curve in the direction sought with a large enough effect; inconclusive = small, poorly fitted or top-dose-only effect, or another doubt; inactive = no such curve, though single readings can be large; an effect the other way counts as inactive or inconclusive.
SMILES,MmCpn inh,Nrf2 block,Nrf2 activator,Abeta rescue,A549 tox,Akt phos inh,HepG2 tox,CCT modulator,TGFb inhibitor
CCOc1ccc(C2CC(=O)NC3=C2C(=O)CCC3)cc1 (stereo not given),1%,x,-0.2%,11%,9%,i,-1%,-0.3,-10%
CCn1cc(C(=O)O)c(=O)c2cc(F)c(N3CCN(C(=S)NC(=O)c4ccccc4F)CC3)cc21,0%,2%,-0.7%,-11%,3%,i,-14%,-2.1,-4%
O=C(COC(=O)/C=C/c1ccc(Cl)cc1)Nc1ccc2[nH]c(=O)[nH]c2c1,-4%,8%,0.2%,-15%,-5%,i,0%,-0.9,0%
Cc1ccc(-n2nnnc2CN2CCCCC2)cc1,-3%,-8%,0.4%,-2%,8%,i,13%,3.1,-3%
COc1ccc(-n2c(SCC(=O)Nc3nccs3)nc3sc4c(c3c2=O)CCN(C)C4)cc1,-16%,u,15%,-11%,-10%,i,-13%,1.9,2%
CCc1c(C(=O)Nc2nnc(C3CC3)s2)csc1C,-1%,11%,0.3%,3%,0%,i,6%,-15,-11%
CCC1=C(C)CN(C(=O)NCCc2ccc(S(=O)(=O)NC(=O)NC3CCC(C)CC3)cc2)C1=O (stereo not given),x,u,3.4%,-1%,-5%,i,-16%,-0.7,6%
Cn1c(Cc2cccs2)nnc1SCC(=O)Nc1ccccc1F,-1%,12%,0.2%,7%,-4%,i,1%,2.3,1%
COc1cc(C(=O)NCC2CCCN2S(=O)(=O)c2cccs2)cc(OC)c1OC (stereo not given),-3%,-21%,0.2%,-2%,-1%,i,-11%,0.4,3%
COC(=O)C1=C(CS(=O)(=O)c2ccc(OC)c(OC)c2)NC(=O)NC1c1ccc(O)c(OC)c1 (stereo not given),-1%,-6%,0.4%,11%,-5%,i,-14%,-1.2,0%
COc1ccc(S(=O)(=O)N2CCCCC2)cc1NC(=O)Cc1cccs1,-1%,7%,0.0%,5%,8%,i,-2%,-2.3,0%
CC1=C(C(=O)N2CCN(c3ccc(Cl)cc3)CC2)C2(CCC(C)CC2)OC1=O (stereo not given),x,-23%,1.7%,-18%,11%,x,-7%,x,x
O=C1CCCC2=C1C(c1ccco1)Nc1ccc3ccccc3c12 (stereo not given),-3%,3%,u,-20%,-14%,i,-5%,3.1,-17%
CCN(CC)c1c([N+](=O)[O-])c(=O)sc2ccccc12,0%,6%,-1.0%,-4%,-12%,i,1%,-3.3,u
COc1cccc(-c2nc(CS(=O)(=O)CC(=O)NCc3ccccc3)c(C)o2)c1,0%,-24%,3.4%,7%,-2%,i,-8%,-0.8,-22%
Cc1ccsc1C1C(C(=O)O)c2ccccc2C(=O)N1C (stereo not given),1%,-10%,-0.4%,-13%,-3%,i,-12%,-0.9,13%
Cn1c(=O)n(C)c2cc(N3CCCCC3)c(NC(=O)Nc3ccc(Br)cc3)cc21,x,-12%,-0.3%,-11%,4%,x,-26%,x,-20%
CCOC(=O)N1CCN(C(=O)COC(=O)CSc2ccc([N+](=O)[O-])cc2)CC1,3%,1%,0.2%,2%,6%,i,-6%,0.4,0%
CN(C(=O)COC(=O)c1ccc(=O)n(Cc2ccccc2)n1)c1ccccc1,-5%,5%,-0.9%,-12%,-5%,i,14%,0.9,u
CC(C)NC(=O)N1[C@H](c2cccs2)[C@@H](C)C(=O)[C@@H](C)[C@@H]1c1cccs1,x,-15%,0.1%,15%,-3%,x,-20%,x,-13%
C#CCSc1n[nH]c(-c2ccco2)n1,2%,2%,-0.7%,-13%,-3%,i,0%,2.1,u
COc1ccc(S(=O)(=O)Nc2ccc(-c3ccc(N4CCCC4)nn3)cc2)cc1C,-4%,1%,4.3%,7%,-8%,i,-22%,-0.6,-2%
COc1ccc(CCC(=O)N2CCN(S(=O)(=O)c3ccc4ccccc4c3)CC2)cc1,0%,u,0.2%,6%,2%,i,-12%,0.7,-1%
OC[C@H]1O[C@H](c2nc(-c3nc(-c4cccs4)no3)cs2)C[C@@H]1O,x,x,-1.1%,-17%,x,i,-9%,2.0,12%
CCN(CC)S(=O)(=O)c1cccc(NC(=O)CCNC(=O)NC23CC4CC(CC(C4)C2)C3)c1,1%,u,4.8%,-7%,-9%,i,-11%,1.8,u
Cc1ccc(CNC(=O)CCCC(=O)Nc2cc(C)on2)cc1,-1%,u,-0.1%,-8%,3%,i,-13%,-1.1,-3%
Nc1c(Cl)cnc(C(Cl)(Cl)Cl)c1Cl,1%,11%,2.5%,11%,1%,i,4%,1.8,-2%
CCCc1c(O)nc(SC2CC(=O)N(c3cc(OC)ccc3OC)C2=O)[nH]c1=O (stereo not given),0%,21%,0.2%,3%,-5%,i,-1%,-3.0,0%
CCOC(=O)C1CCCN(CCC(=O)Nc2ccc(F)c(F)c2)C1 (stereo not given),-1%,5%,-0.3%,-3%,4%,i,-10%,-3.5,-21%
O=C1N/C(=C/c2ccc(N3CCOCC3)o2)C(=O)N1c1cccc(Cl)c1,2%,12%,21%,-16%,3%,i,-54%,0.4,10µM*
COc1ccc(NC(=O)COc2nc3ccccc3nc2N2CCOCC2)c(OC)c1,0%,-7%,-0.2%,-13%,-6%,i,-37%,-1.5,-31%
CCOC(=O)Cn1c(=O)oc2cc(S(=O)(=O)N(C)c3cccc(C)c3)ccc21,1%,3%,0.0%,-14%,6%,i,13%,-4.3,1%
O=C(Cn1cc([N+](=O)[O-])cn1)NC1CCCCCC1,1%,6%,-0.1%,-8%,1%,i,1%,0.7,-3%
Cc1ccc(NC(=O)C2CCN(c3ncnc4sc(C)c(C)c34)CC2)cc1S(=O)(=O)N(C)C,-4%,23µM*,-0.1%,0%,-16%,i,-4%,-1.8,u
COc1ccc(CCNS(=O)(=O)c2cc3c4c(c2)CCN4C(=O)CC3)cc1,0%,u,0.3%,1%,-2%,i,19%,-0.8,15%
Cc1ccc(CN(Cc2cccnc2)C(=O)CN2C(=O)COc3ccccc32)o1,1%,-9%,0.2%,5%,-3%,i,-4%,-1.6,0%
Cc1nc2c(-c3ccccc3)c(C)[nH]n2c(=O)c1Cc1ccc(C(C)C)cc1,x,4.6µM*,-0.6%,-18%,u,x,-39%,x,-9%
Cc1nn(-c2ccccc2)c(C)c1CN,1%,1%,-0.3%,1%,3%,i,-3%,-1.9,14%
O=C(NC1Cc2ccccc2C1)c1cc(COc2ccc(F)cc2Cl)on1,4%,5%,-0.7%,-9%,21%,i,-34%,-2.1,u
O=C(NCc1ccc(F)cc1F)Nc1cnccc1C(F)(F)F,0%,2%,0.1%,6%,0%,i,-3%,1.3,-6%

# 8 entries already listed, ordered by molecular weight, rising:
SMILES,MmCpn inh,Nrf2 block,Nrf2 activator,Abeta rescue,A549 tox,Akt phos inh,HepG2 tox,CCT modulator,TGFb inhibitor
Cc1nn(-c2ccccc2)c(C)c1CN,1%,1%,-0.3%,1%,3%,i,-3%,-1.9,14%
O=C(Cn1cc([N+](=O)[O-])cn1)NC1CCCCCC1,1%,6%,-0.1%,-8%,1%,i,1%,0.7,-3%
O=C1N/C(=C/c2ccc(N3CCOCC3)o2)C(=O)N1c1cccc(Cl)c1,2%,12%,21%,-16%,3%,i,-54%,0.4,10µM*
O=C(NC1Cc2ccccc2C1)c1cc(COc2ccc(F)cc2Cl)on1,4%,5%,-0.7%,-9%,21%,i,-34%,-2.1,u
Cc1ccc(CN(Cc2cccnc2)C(=O)CN2C(=O)COc3ccccc32)o1,1%,-9%,0.2%,5%,-3%,i,-4%,-1.6,0%
CCOC(=O)Cn1c(=O)oc2cc(S(=O)(=O)N(C)c3cccc(C)c3)ccc21,1%,3%,0.0%,-14%,6%,i,13%,-4.3,1%
COc1ccc(NC(=O)COc2nc3ccccc3nc2N2CCOCC2)c(OC)c1,0%,-7%,-0.2%,-13%,-6%,i,-37%,-1.5,-31%
COc1ccc(S(=O)(=O)Nc2ccc(-c3ccc(N4CCCC4)nn3)cc2)cc1C,-4%,1%,4.3%,7%,-8%,i,-22%,-0.6,-2%

# Other entries:
SMILES,MmCpn inh,Nrf2 block,Nrf2 activator,Abeta rescue,A549 tox,Akt phos inh,HepG2 tox,CCT modulator,TGFb inhibitor
O=C(NCc1ccccc1)C1CNCC(C(=O)NCc2ccccc2)C1 (stereo not given),x,x,-1.1%,-3%,x,i,0%,-0.5,9%
CC(NC(=O)CC1SC(N)=NC1=O)c1ccccc1 (stereo not given),2%,0%,-0.8%,-18%,1%,i,-5%,-2.1,-12%
CCOC(=O)c1cn(CC(=O)Nc2cccc(Cl)c2)nn1,1%,-3%,0.0%,-16%,2%,i,-3%,0.7,-20%
CCN1C(=O)c2cccc3c(S(=O)(=O)NCc4ccccc4)ccc1c23,-4%,-23%,4.0%,-9%,13%,i,-23%,-0.8,-5%
c1ccc(-c2ccccc2OCCCCN2CCCCCC2)cc1,-1%,3%,-1.5%,-4%,-9%,i,-45%,-0.6,-51%
Cc1ccc(Cn2c(SCc3ccc(C(=O)N4CCCCCC4)cc3)nc3ccncc32)cc1,x,15µM*,-0.1%,-5%,-14%,x,-40%,x,10µM*
CCCn1nnc(NC(=O)c2ccc(Cl)cc2Cl)n1,2%,u,-0.1%,-5%,-3%,i,1%,-0.5,1%
O=C(CCc1ccc(S(=O)(=O)N2CCOCC2)cc1)OCc1nc2ccccc2s1,-6%,16%,0.3%,u,9%,i,-10%,-1.4,-3%

# High-throughput results: PubChem, National Center for Advancing Translational Sciences (NCATS)

# Rows are unselected; about 4.3% have a hit in one of these screens.
